Avidin fluor = avidin bead compound fluorescence profile | fluorescence (KMESF) at 10 µM | Avidin beads, compound fluorescence 488/530 nm, flow cytometry; stronger effect = higher value | actives 0.38% (n = 220,000); in the data active = fluorescence above about 47; also: inactives centre near 10
Rab7 wt GTP bind = modulators of GTP binding to dog Rab7 wildtype GTPase | AID 758 | GTP binding activity (percent of control), % at 10 µM | actives 0.055% (n = 190,000) | GST-Rab7 beads, fluorescent GTP binding, flow cytometry; actives lie on both sides; untreated = 100%, excess cold GTP = 0%;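 active = fluorescent GTP binding to Rab7 beads changed by at least 20 points from the 100% baseline, either direction, mostly lower; inconclusive = compound itself probably fluorescent, or too few beads counted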;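 also: median green fluorescence of bound Bodipy-FL-GTP per Rab7 bead population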
Rab2 wt GTP = changes GTP binding to wildtype dog Rab2A, up or down; actives 0.19% (n = 190,000); GTP binding activity, % at 10 µM; GST-Rab2 wt beads, Bodipy-GTP binding, flow cytometry; P61105;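 active = GTP binding activity at least 20 points away from 100%, either lowered or raised; inconclusive = signal likely due to the compound's own green fluorescence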;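 also: 0% = beads with excess unlabeled GTP and 100% = no-compound control corrected for plate trend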
ABCG2 block = blocks JC-1 efflux by human ABCG2 transporter. actives 0.1% (n = 190,000). Q9UNQ0. IgMXP3 cells, flow cytometry. inhibition, % at 6.6 µM;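 active = inhibition above 80%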;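 also: 0% = DMSO and 100% = nicardipine control wells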
Target sequence (Q9UNQ0 whole entry, looked up): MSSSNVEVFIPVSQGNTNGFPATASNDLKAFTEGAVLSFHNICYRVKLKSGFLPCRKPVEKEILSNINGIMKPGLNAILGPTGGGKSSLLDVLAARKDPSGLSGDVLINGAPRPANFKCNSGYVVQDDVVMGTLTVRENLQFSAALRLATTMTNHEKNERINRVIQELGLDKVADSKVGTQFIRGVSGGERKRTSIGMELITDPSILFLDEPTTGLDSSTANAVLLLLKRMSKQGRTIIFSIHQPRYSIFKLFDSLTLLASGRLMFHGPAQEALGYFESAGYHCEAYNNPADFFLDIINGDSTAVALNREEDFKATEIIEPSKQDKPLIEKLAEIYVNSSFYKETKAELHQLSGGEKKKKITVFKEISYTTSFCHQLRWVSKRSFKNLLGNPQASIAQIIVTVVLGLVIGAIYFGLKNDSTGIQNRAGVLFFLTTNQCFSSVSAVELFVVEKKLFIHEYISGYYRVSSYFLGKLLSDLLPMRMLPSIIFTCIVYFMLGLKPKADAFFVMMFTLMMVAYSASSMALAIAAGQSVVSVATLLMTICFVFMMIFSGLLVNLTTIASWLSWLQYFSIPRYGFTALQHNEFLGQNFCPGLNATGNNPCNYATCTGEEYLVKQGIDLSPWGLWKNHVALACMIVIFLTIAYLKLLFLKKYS
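test system = two drug-resistant human cell lines, ABCG2 and ABCB1 | amount = 3 million cells/mL final, two lines in 1:1 ratio | reagent = JC-1 transporter substrate | doses = one concentration, 6.6 µM final | incubation = 10 min at 25 °C | signal = flow cytometric JC-1 green MFI at 530 nm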
Pf gametocyte = inhibitors of late stage P. falciparum gametocyte viability; P. falciparum stage V gametocytes, ATP luminescence, 24 h; inhibition, % at 10.9 µM; actives 0.065% (n = 150,000); AID 743093;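 active = inhibition above the mean plus 3 SD of compounds within the control limits, set per campaign, cut at about 38% in these data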;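 also: 0% = DMSO wells and 100% = medium only without gametocytes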
Rac1 wt GTP bind = alters GTP binding to wildtype human Rac1; P63000; actives 0.27% (n = 190,000); AID 757; GTP binding activity (% of control), % at 10 µM; GST-Rac1 beads, fluorescent GTP binding, flow cytometry; actives lie on both sides; 0 = cold GTP competed, 100 = untreated;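 active = GTP binding activity at least 20 points away from the 100% control level, either lower or higher; inconclusive = compound flagged as likely green fluorescent, judged across all proteins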
GSH fluor = compound fluoresces at 488/530 nm on GSH beads; GSH beads flow cytometry, compound fluorescence 488/530 nm; stronger effect = higher value; fluorescence (KMESF) at 10 µM; actives 0.25% (n = 190,000); AID 1776; in the data active = fluorescence above about 89;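 also: glutathione beads carrying GST-tagged Bcl family fusion proteins plus one bare bead set; values are compound well signal with DMSO vehicle wells as background; inactives centre near 16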
HRas wt GTP bind = changes GTP binding to wildtype human HRas; GTP binding activity, % at 10 µM; GST-Ras wt beads, Bodipy-FL-GTP binding, flow cytometry; actives lie on both sides; actives 0.14% (n = 190,000);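 active = GTP binding activity at least 20% away from the 100% baseline, either lowered as inhibitor or raised as activator; inconclusive = flagged as likely green fluorescent, judged across all proteins in the well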;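 also: 0% = unlabeled GTP competition control and 100% = no-compound control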
Target sequence (P01112 whole entry, looked up): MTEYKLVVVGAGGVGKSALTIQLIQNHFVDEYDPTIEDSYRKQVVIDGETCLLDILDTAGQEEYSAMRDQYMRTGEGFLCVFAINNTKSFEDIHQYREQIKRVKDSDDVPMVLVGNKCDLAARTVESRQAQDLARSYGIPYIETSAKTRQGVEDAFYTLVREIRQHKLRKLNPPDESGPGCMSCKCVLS
ABCB1 inh = human ABCB1 inhibition, ABCG2 as counter-screen; AID 1326; P08183; actives 0.067% (n = 190,000); CCRF-Adr cells, JC-1 efflux, flow cytometry; inhibition, % at 6.6 µM; in the data active = inhibition above about 40%;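 also: 0% = vehicle and 100% = reference inhibitor; higher value means more JC-1 retained so stronger ABCB1 efflux block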
Rac1 act GTP bind = human Rac1 activated mutant GTP binding change; GST-Rac1 activated beads, fluorescent GTP binding, flow cytometry; actives lie on both sides; 100% means binding = to untreated wells; percent activity (GTP binding), % at 10 µM; actives 0.11% (n = 190,000); AID 764;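 active = GTP binding at least 20 percentage points away from the 100% baseline, in either direction, so actives lie on both sides; inconclusive = Compound likely fluorescent itself, or too few beads counted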
Cdc42 wt = human Cdc42 wildtype GTP binding change, either direction. P60953. actives 0.2% (n = 190,000). percent activity (GTP binding), % at 10 µM. GST-Cdc42 beads, Bodipy-GTP binding, flow cytometry; actives lie on both sides;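 active = percent activity GTP binding at least 20 points away from the 100% baseline, either down as inhibitor or up as activator; inconclusive = compound flagged as likely green fluorescent from well-wide comparison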;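 also: median bead fluorescence of bound Bodipy-FL-GTP at 100 nM; 0% = excess unlabeled GTP control and 100% = no compound control; below 100% means less GTP binding so inhibitor and above means activator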
Target sequence (P60953 whole entry, looked up): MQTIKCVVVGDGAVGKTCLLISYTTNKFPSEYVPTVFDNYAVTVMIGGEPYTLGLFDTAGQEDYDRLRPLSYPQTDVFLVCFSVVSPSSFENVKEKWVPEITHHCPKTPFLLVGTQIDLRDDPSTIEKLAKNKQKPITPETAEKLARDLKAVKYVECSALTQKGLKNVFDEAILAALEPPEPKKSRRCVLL
An asterisk follows results filed as active; ? = inconclusive; / = no result given.

SMILES	Avidin fluor	Rab7 wt GTP bind	Rab2 wt GTP	ABCG2 block	Pf gametocyte	Rac1 wt GTP bind	GSH fluor	HRas wt GTP bind	ABCB1 inh	Rac1 act GTP bind	Cdc42 wt
O=C(NCCc1ccccc1)C1CCN(S(=O)(=O)c2cccc3nsnc23)CC1	5	98	99	2	/	102	50	98	0.6	97	101
CCOC(=O)C(Cc1ccccc1)C(=O)Nc1ccccc1C (stereo not given)	14	91	88	7	15	88	34	92	1.5	89	95
O=C(c1ccc(-c2ccccc2)cc1)N1CCN(Cc2ccccn2)CC1	34	?	?	15	/	?	25	?	1.0	?	?
CCOC(=O)Cn1c(=O)oc2cc(S(=O)(=O)N3CCN(C(=O)c4ccco4)CC3)ccc21	12	98	101	7	-1	105	22	102	2.1	100	103
CCOC(=O)Cc1c(C)nc2cc(-c3ccc(Cl)cc3)[nH]n2c1=O	8	99	97	5	-1	99	15	100	1.0	98	100
O=C(N/N=C/c1ccc(F)cc1)c1sccc1OCc1ccc(F)cc1	13	96	104	9	/	97	24	103	2.0	99	101
CCOC(=O)C1CCCN(C(=O)c2cccc([N+](=O)[O-])c2C)C1 (stereo not given)	9	99	97	1	11	92	23	94	1.2	92	97
COc1cc(OC)cc(C(=O)N=c2sc3ccccc3n2C)c1	11	106	100	21	18	101	13	100	-0.1	97	101
CC1CCCCN1C(=O)Cn1cc(C(=O)c2ccco2)c2ccccc21 (stereo not given)	9	100	101	9	/	103	12	103	1.9	100	105
CCN(CC)C(=O)c1sc2nc(-c3cccs3)cc(-c3ccc(Cl)cc3)c2c1N	11	100	105	7	15	104	25	106	4.9	101	107
S=C(c1ccc(-c2cc(Cl)ccc2Cl)o1)N1CCCCC1	14	91	83	18	/	85	2	91	0.0	86	91
O=C(CN1C(=O)C2C3C=CC(C3)C2C1=O)NCC1COc2ccccc2O1 (stereo not given)	13	100	99	0	-19	105	35	102	0.7	100	104
CCCOc1cccc(C(=O)NC(=S)Nc2ccccc2)c1	5	99	98	1	-5	99	10	99	-0.4	100	98
CCOC(=O)C1=C(N)OC2=C(C(=O)CC(C)(C)C2)C1c1ccc(CC)s1 (stereo not given)	10	100	100	3	-8	96	10	96	1.1	94	96
CCOC(=O)c1cc2n(c1N)-c1ccccc1C2=O	7	100	99	-2	-4	100	29	99	-0.6	98	101
CCN1CCN(S(=O)(=O)c2ccc(C)c([N+](=O)[O-])c2)CC1	9	98	97	0	-15	104	20	98	0.0	100	100
CC(C)c1ccc(CNC(=O)CCc2ccccc2)cc1	7	102	97	1	16	102	12	97	0.2	94	97
CCOC(=O)c1c(-c2ccc(C)o2)csc1NC(=O)CN1CCN(CC)CC1	8	98	97	20	/	107	8	101	2.0	100	104
COc1ccccc1C(=O)N1CCN=C1SC	8	100	97	1	-7	98	12	99	0.2	94	95
CSc1nsc(SCC(=O)N2CCCc3ccccc32)n1	5	99	97	3	12	99	33	98	0.4	95	97

Entries of single compounds, quoted from the list. Order of values: Avidin fluor	Rab7 wt GTP bind	Rab2 wt GTP	ABCG2 block	Pf gametocyte	Rac1 wt GTP bind	GSH fluor	HRas wt GTP bind	ABCB1 inh	Rac1 act GTP bind	Cdc42 wt
O=C(c1ccc(-c2ccccc2)cc1)N1CCN(Cc2ccccn2)CC1 is listed with 34	?	?	15	/	?	25	?	1.0	?	?
S=C(c1ccc(-c2cc(Cl)ccc2Cl)o1)N1CCCCC1 is listed with 14	91	83	18	/	85	2	91	0.0	86	91
CCOC(=O)C1CCCN(C(=O)c2cccc([N+](=O)[O-])c2C)C1 (stereo not given) is listed with 9	99	97	1	11	92	23	94	1.2	92	97

Next part
SMILES	Avidin fluor	Rab7 wt GTP bind	Rab2 wt GTP	ABCG2 block	Pf gametocyte	Rac1 wt GTP bind	GSH fluor	HRas wt GTP bind	ABCB1 inh	Rac1 act GTP bind	Cdc42 wt
CC1Cn2c(nnc2-c2cccc(Cl)c2)S1 (stereo not given)	26	100	101	5	/	104	16	103	0.5	99	103
COC(=O)c1c(C)noc1-c1cc(C)on1	13	100	100	2	4	102	12	100	0.0	99	102
COc1cc(-n2c(C)nc3cc(C(=O)NCc4ccco4)ccc32)cc(OC)c1OC	3	95	95	33	14	95	11	94	0.3	95	91
CCCCCCC1CC(CSc2ncn[nH]2)OC1=O (stereo not given)	5	101	101	0	-6	103	19	102	0.1	99	103
Cc1ccc(C(=O)CN2C(=O)C(=O)N(Cc3ccccc3)C2=O)cc1	3	97	97	5	-16	96	10	96	1.4	94	97
Cc1ccccc1NP(=O)(c1ccccc1)c1nc2ccccc2s1 (stereo not given)	9	104	98	3	-10	93	12	97	1.1	92	95
CCOc1ccc(CN2C(=O)CCC2(C)C(=O)NCc2cccnc2)cc1 (stereo not given)	7	105	105	-3	/	108	18	103	-1.4	102	103
Cc1cccc(N2C(=O)CC(Sc3ncn[nH]3)C2=O)c1 (stereo not given)	9	92	99	2	/	98	22	101	0.9	98	100
CCn1c2ccccc2c2nn(C)c(=N)nc21	13	97	100	0	12	108	36	101	-1.0	103	105
CCCOC(=O)NC1CCS(=O)(=O)C1 (stereo not given)	24	?	?	0	10	?	12	?	-0.1	?	?
Cc1ccc(C(C)C)cc1S(=O)(=O)NCc1cccnc1	33	99	101	3	/	104	10	102	0.8	100	104
CC1CCCCC1NC(=O)CN1C(=O)NC(Cc2ccccc2)(Cc2ccccc2)C1=O (stereo not given)	8	97	99	2	4	103	18	102	0.3	100	101
CCN(CC)C(=O)CSC1=Nc2ccccc2C2=NC(Cc3c[nH]c4ccccc34)C(=O)N12 (stereo not given)	18	93	95	6	-7	95	41	97	0.9	96	96
CN1C(=O)CSc2ccc(NC(=O)N3CCOCC3)cc21	36	100	100	1	12	103	27	101	-0.1	99	102
O=C(CSCc1ccc(Cl)cc1)Nc1cc([N+](=O)[O-])ccc1O	11	101	96	1	-4	98	25	97	0.2	92	94
CCCCN1C(=O)C(O)=C(C(C)=O)C1c1ccccc1 (stereo not given)	11	97	96	6	/	102	57	97	1.2	96	101
O=C1C(Cl)=C(N2CCCCC2)C(=O)C(Cl)=C1c1cnc(N2CCCCC2)s1	1	94	93	0	/	100	3	96	-0.1	93	97
Cc1ccc2nc(SC(C(=O)c3ccccc3)c3ccccc3)nc(C)c2c1 (stereo not given)	16	100	95	13	-4	108	5	100	0.8	99	99
Nc1ccc(C(=O)c2cccs2)cc1	4	101	97	4	10	103	19	99	0.2	99	98
COc1ccc(Cn2c(-c3ccc(OC)cc3)nc3c(c(=O)c4ccccc4n3C)c2=O)cc1	11	102	101	26	/	106	10	102	2.6	99	103
Cc1ccc(Nc2ccc([N+](=O)[O-])nc2[N+](=O)[O-])cc1	8	92	94	4	/	96	16	94	0.3	96	93
Cc1cc(-c2n[nH]c(=S)n2-c2ccccc2)nn1C	16	96	98	-4	10	102	15	99	-0.7	98	98
Cc1cc(C)cc(NC(=O)CSc2ncc(S(=O)(=O)c3ccccc3)c(=O)[nH]2)c1	13	96	94	-2	-22	98	5	98	-0.8	96	92
O=C(OCCN1C(=O)c2cccc3c(N4CCOCC4)ccc(c23)C1=O)c1ccc(Cl)cc1Cl	8	99	98	28	-12	99	20	98	8.9	97	95
Cc1c(NC(=O)c2ccc3ncccc3c2)c(=O)n(-c2ccccc2)n1C	10	98	99	1	/	105	12	99	0.5	97	102
CC(=O)c1cc2c(cc1NC(=O)CN1CCCCC1C)OCO2 (stereo not given)	15	100	98	3	11	104	9	101	0.3	100	102
COC(=O)c1c(NC(=O)CN2C(=O)NC3(CCC(C(C)(C)C)CC3)C2=O)sc2c1CCCCC2 (stereo not given)	9	98	100	1	/	101	11	100	0.3	99	100
Cc1ccc(-c2cc(C(F)(F)F)n3ncc(C(=O)N4CCCCC4c4cccnc4)c3n2)cc1 (stereo not given)	11	97	96	1	-10	88	11	94	2.5	91	90
CC1CCCC(C)N1C(=O)CSc1nnc(-c2c[nH]c3ccccc23)o1 (stereo not given)	13	98	101	-2	0	99	30	100	-4.9	97	102
CSCC(=O)NS(=O)(=O)c1ccc(C)cc1	8	102	102	5	-2	105	20	102	1.6	100	106
COc1ccc(-c2noc(COc3ccc(Cl)c(C)c3)n2)cc1	8	100	97	1	/	99	22	100	0.3	96	97
CCOc1cc(C=C2C(=O)c3ccccc3C2=O)ccc1OCC(=O)Nc1ccc(C)cc1	6	94	92	-1	/	95	10	95	-0.6	90	94
CC(C)NC(=O)c1ccc(CNC(=O)OCC(F)(F)F)cc1	2	99	99	-1	/	102	30	99	-0.1	99	101
COc1ccc(OCC(=O)N2CCN(C(=O)COc3ccccc3)CC2)cc1	13	102	102	34	/	101	38	101	0.3	98	101
Cc1cccc(C2Nc3ccccc3C(=O)N2CCc2ccccc2)n1 (stereo not given)	5	101	101	1	-39	103	17	102	0.5	100	103
CC(=O)NCCn1c(SCC(=O)NCc2ccco2)nc2ccccc2c1=O	17	98	104	6	11	103	30	104	1.0	100	105
O=c1nc2scc(-c3ccccc3)n2c2ccccc12	11	104	98	11	/	103	42	102	-0.6	94	101
CCOc1ccc(N/C=C/C(=O)c2ccc3ccccc3c2)c([N+](=O)[O-])c1	11	100	102	-1	/	100	17	103	-0.6	98	102
COc1cccc(CN(C)CC(=O)NC(=O)NCc2ccco2)c1	6	100	100	6	/	102	23	100	2.6	98	102
CCc1nc2c3cnn(-c4cc(Cl)ccc4C)c3ncn2n1	8	96	98	2	/	99	27	100	0.4	96	97
O=c1c2ccccc2nnn1CCO	3	97	99	3	-11	99	10	97	1.4	96	97
COc1cc(/C=c2\s/c(=C(/C#N)C(=O)N3CCCC3)n(-c3ccccc3)c2=O)ccc1O	5	101	102	0	-1	106	19	103	0.5	101	106
COc1ccccc1NC(=S)Nc1ccc2cn[nH]c2c1	11	101	95	1	1	100	12	97	0.1	94	94
CCOc1ccc(NC(=O)c2cc3c(C)nc4ccccc4c3o2)cc1	7	?	?	-3	/	?	24	?	-0.8	?	?
O=C1NC(c2ccccc2OC(F)F)Oc2ccccc21 (stereo not given)	11	101	95	4	-17	98	8	98	-0.2	95	95
Cc1ccc(OCCCn2ccnc2)cc1C	7	96	99	1	/	103	4	98	0.2	101	102
O=C(Cc1ccccc1)NCc1ccc(-n2cccc2)cc1	10	104	101	10	7	101	17	100	0.1	95	102
Cc1ccccc1C(=O)NNC(=O)c1ccc(F)cc1	8	99	101	-4	/	100	10	98	-1.3	94	99
Cc1ccc(-n2cc(CN3CCC(CO)(Cc4cccc(C(F)(F)F)c4)CC3)cn2)cc1	3	101	98	5	/	98	10	97	2.9	97	100
